Screening results from PubChem BioAssay.
HTRA1 inh: inhibitors of human serine peptidase HTRA1. recombinant HTRA1, FP-rhodamine activity-based probe, fluorescence polarization. inhibition, % at 5.96 µM. 0.5% of 340,000 active. AID 504803; in the data active = inhibition above about 36%;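 also: 0% = enzyme with DMSO and 100% = wells lacking enzyme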
PG9 Ab binder: binds the HIV-1 gp120 antibody PG9. TR-FRET gp120-PG9 antibody binding. inhibition, % at 6.7 µM. 0.43% of 360,000 active; in the data active = inhibition above about 8.5%
LEDGF integ inh: blocks HIV-1 LEDGF/p75-dependent DNA integration; TR-FRET IN-LEDGF/p75 DNA integration, Eu/Cy5; inhibition, % at 3.7 µM; 0.64% of 370,000 active; AID 743269;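 active = inhibition above the screen-wide mean plus 3 SD, cut at about 13% in these data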;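 also: signal is the Cy5 over europium emission ratio at 671 and 618 nm; 0% = plate median of compound wells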
PRMT1 FP inh: inhibitors of human PRMT1; inhibition, % at 2.79 µM; 1.3% of 370,000 active; recombinant PRMT1, activity-based probe fluorescence polarization; AID 652257; Q99873;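 active = inhibition above about 21% made by adding two undisclosed values, limit read from the data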
UHRF1 binding: human UHRF1 methylated DNA binding inhibitors | UHRF1 binding to methylated oligo, TR-FRET | inhibition, % at 4.4 µM | AID 687016 | 0.75% of 370,000 active; in the data active = inhibition above about 21%;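 also: UHRF1 SRA domain binding a hemimethylated CpG hairpin DNA probe; 0% = median of test compound wells and 100% = reference inhibitor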
Target sequence (Q96T88 whole entry, looked up, the tested form may be a part): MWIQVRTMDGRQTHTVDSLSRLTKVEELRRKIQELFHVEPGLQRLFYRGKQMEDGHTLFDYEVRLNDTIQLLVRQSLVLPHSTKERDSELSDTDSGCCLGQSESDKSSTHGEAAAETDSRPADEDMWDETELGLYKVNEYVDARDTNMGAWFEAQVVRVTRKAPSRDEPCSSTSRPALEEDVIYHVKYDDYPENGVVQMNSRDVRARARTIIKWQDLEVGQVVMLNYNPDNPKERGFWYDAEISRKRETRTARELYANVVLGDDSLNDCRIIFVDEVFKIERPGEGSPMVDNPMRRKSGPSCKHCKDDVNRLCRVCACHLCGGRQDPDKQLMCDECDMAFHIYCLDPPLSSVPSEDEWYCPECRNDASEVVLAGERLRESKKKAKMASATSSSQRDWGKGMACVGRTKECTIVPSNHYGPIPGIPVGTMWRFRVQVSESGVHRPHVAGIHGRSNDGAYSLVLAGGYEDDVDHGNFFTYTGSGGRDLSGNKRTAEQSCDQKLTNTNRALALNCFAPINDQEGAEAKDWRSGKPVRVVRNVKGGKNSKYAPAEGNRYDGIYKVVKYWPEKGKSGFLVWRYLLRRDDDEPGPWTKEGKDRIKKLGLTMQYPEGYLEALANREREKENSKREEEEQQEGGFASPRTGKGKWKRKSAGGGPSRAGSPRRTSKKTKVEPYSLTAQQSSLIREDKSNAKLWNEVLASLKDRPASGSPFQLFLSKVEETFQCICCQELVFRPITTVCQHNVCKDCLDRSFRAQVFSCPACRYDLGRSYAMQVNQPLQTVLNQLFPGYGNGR
Rev-erbA mod: Rev-erb alpha (human) modulation; P20393; Rev-erbα–FITC-DNA binding, fluorescence polarization, 90 min; activity, % at 10 µM; 0.79% of 370,000 active; AID 1259318;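 active = activity above about 14%, limit read from the data; passing the limit was not always enough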;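 also: 0% = DMSO wells with 35 nM protein and 100% = DMSO wells with 750 nM protein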
ABHD4 inh: ABHD4 (mouse) inhibition, primary FP screen; purified mABHD4, FP-Rh probe fluorescence polarization; inhibition, % at 8.92 µM; 0.54% of 370,000 active; AID 720543;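 active = inhibition exceeding the mean over every tested compound plus 3 SD, cut at about 30% in these data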;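 also: 0% = plate median of compound wells and 100% = S159A mutant with DMSO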
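Material: mouse ABHD4 enzyme, wild type; Benchmarks: S159A mutant high control, sample median low control; Buffer or medium: HEPES pH 7.0, NaCl, Pluronic buffer; Signal: fluorescence polarization; Read-out: percent inhibition of probe binding, normalized to plate controls; Timing: pre-incubation 45 min, probe exposure 60 min, at 25 °C; Dosing: 8.92 µM, single dose.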
MBD2 inh: blocks human MBD2 binding to methylated DNA; TR-FRET, MBD2 binding to methylated oligonucleotide; Q9UBB5; inhibition, % at 4.4 µM; 0.31% of 370,000 active; AID 686964; in the data active = inhibition above about 13%
rCAG binder: molecules binding r(CAG) RNA repeats | r(CAG) RNA repeat, TO-PRO-1 dye displacement fluorescence | inhibition, % at 3 µM | 1.3% of 370,000 active;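 active = inhibition above the plate cutoff, the mean of all test compounds on that plate plus 3 SD, cut at about 35% in these data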;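 also: 0% = DMSO alone and 100% = 100 µM mitoxantrone as full dye displacement; higher means more dye released from RNA so lower well fluorescence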
TCR-CD3 inh: blocks the human TCR-CD3 interaction; TAMRA-labeled TCR probe fluorescence, biochemical; inhibition, % at 9.4 µM; 0.37% of 360,000 active; AID 651800; in the data active = inhibition above about 19%;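 also: recombinant mutant TCR 2C K166C tagged with TAMRA read by polarization; 0% = receptor in buffer alone and 100% = receptor with positive control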
* hit, by the source's call; / = not tested or not shown. The list is partial. The share of hits here may be higher or lower than overall.

SMILES	HTRA1 inh	PG9 Ab binder	LEDGF integ inh	PRMT1 FP inh	UHRF1 binding	Rev-erbA mod	ABHD4 inh	MBD2 inh	rCAG binder	TCR-CD3 inh
O=C(CC1C(=O)NCCN1Cc1cccc(Oc2ccccc2)c1)NCCc1ccccn1 (stereo not given)	-4	-0.2	0	2	-1	-1	-2	3	-3	6
COc1ccccc1CNC(=O)CN1C(=O)NC2(CCCc3ccccc32)C1=O (stereo not given)	4	2.2	0	1	7	-2	-6	0	3	1
O=C(Nc1c(Cl)cccc1Cl)c1cc(-c2ccco2)on1	-11	-1.2	2	7	2	-4	2	5	6	-10
CCOc1ccc(-c2cc(N)n(S(=O)(=O)c3cccc4nsnc34)n2)cc1	-2	-1.4	5	-3	-2	0	-2	-4	8	3
CC1=NN(c2ccccc2)C(=O)/C1=C\c1c(C)[nH]n(-c2ccccc2)c1=O	8	2.1	1	-1	-5	7	-1	-8	2	-3
O=C(CN(Cc1ccco1)C(=O)CNS(=O)(=O)c1ccc(Cl)cc1)NCc1ccco1	6	1.3	-1	2	3	5	-16	10	4	-3
CSc1nc2nc(C)c(CCC(=O)OCC(=O)Nc3ccc(F)cc3)c(C)n2n1	-4	0.7	0	-3	-2	2	4	0	-2	8
O=C(NCc1ccc(F)cc1)c1cc(C2CCCCN2S(=O)(=O)c2cccs2)on1 (stereo not given)	/	1.6	2	-5	1	-2	-3	-2	1	-4
O=C(NCc1ccccc1)c1cccc(COc2cc(Cl)ccc2Cl)c1	-12	3.1	-3	1	-1	2	-13	-4	5	-4
COc1ccc(Cl)cc1S(=O)(=O)Nc1ccc(Cl)cn1	2	-2.2	-5	0	-2	3	2	2	1	-1
Cc1c(C(=O)N2CCCC2)sc(NC(=O)c2ccc(Cl)cc2)c1C#N	-3	-0.9	-2	-3	1	4	2	-5	4	8
CCN(CC)C(=O)[C@H]1C[C@H](CC(=O)NCCCN(C)C)C(=O)N2CCc3c([nH]c4cc(-c5ccco5)ccc34)[C@]12C	6	-2.0	3	1	-2	4	7	-1	6	-4
CN(CC(=O)Nc1ccccc1Br)C(=O)CN1CCN(Cc2cccc(Cl)c2)CC1	-4	-1.4	-2	-2	0	-5	2	0	0	-1
COC(=O)CCC(=O)N1CCC(Oc2cccc(C(=O)NCc3ccccn3)c2)CC1	4	0.9	6	2	3	-2	-6	3	0	5
Cc1cc(C)n(-c2nc3c(c(=O)[nH]c(=O)n3C)n2CC(C)C)n1	4	-1.5	-4	-2	-1	-3	4	1	0	8
Cc1ccc(NS(=O)(=O)c2cccc(C(=O)Nc3cccnc3)c2)c(C)c1	-14	3.6	-2	4	1	-4	0	1	5	-5
CC(C)CC(OC(=O)c1ccco1)C(=O)NC1CCCCC1 (stereo not given)	4	0.7	1	1	0	2	5	-1	-6	1
CCc1sc(C(=O)Nc2ccsc2C(=O)OC)cc1Br	-1	-0.4	5	-2	2	11	-4	2	0	-3
COc1ccc(C2=CCCC2)c(OC)c1	4	-1.3	1	3	4	3	2	3	1	-9
CC(=O)Nc1ccc(S(=O)(=O)Nc2cc([N+](=O)[O-])ccc2C)cc1	-2	-2.4	4	-4	2	5	-2	-3	0	4
CC(=O)C1=C(c2ccccc2)N(C(C)=O)n2c(C)nnc2S1	4	-4.1	1	73*	11	-5	1	6	-1	0
Cn1c(O)c(N=Nc2ccccc2)c2ccccc21	0	-2.5	-1	0	-3	0	1	-3	2	7
CCCCn1c(N)c(N(Cc2ccccc2OC)C(=O)c2sccc2C)c(=O)[nH]c1=O	0	-0.9	3	-1	2	-3	1	-2	0	-6
CCc1ccccc1NC(=O)C1=CN2CCS(=O)(=O)N=C2C=C1	15	-0.3	0	-1	3	-2	7	2	2	-2
Nc1ncnc2c1ncn2[C@@H]1O[C@H](C(=O)NCC2CCN(Cc3ccccc3)CC2)[C@@H](O)[C@H]1O	/	-1.5	3	6	0	-6	-4	-2	0	5
Cc1ccc(C)c(NC(=O)C2CC(=O)N(C(C)C)C2)c1 (stereo not given)	2	-2.2	0	-2	1	0	-4	-6	1	2
O=C(NC1CCN(C(=O)N2c3ccccc3Sc3ccccc32)CC1)c1ccco1	7	1.6	2	0	-2	-2	0	1	-5	6
O=C(c1ccncc1)N1CC[C@H]2[C@H](CCCN2Cc2ccccc2)C1	/	/	1	-2	-2	-8	-1	0	-1	/
N#Cc1ccccc1NC(=O)COC(=O)c1ccc(F)cc1F	1	-0.8	-2	0	1	-1	3	-1	-2	0
O=C(Oc1ccc[nH]c1=O)c1ccccc1	3	3.2	1	4	-7	3	4	1	-2	-7

Reformatted with values under each structure: 2 of the compounds above
Values in the order – HTRA1 inh | PG9 Ab binder | LEDGF integ inh | PRMT1 FP inh | UHRF1 binding | Rev-erbA mod | ABHD4 inh | MBD2 inh | rCAG binder | TCR-CD3 inh
> CCc1ccccc1NC(=O)C1=CN2CCS(=O)(=O)N=C2C=C1
    15 | -0.3 | 0 | -1 | 3 | -2 | 7 | 2 | 2 | -2
> CCCCn1c(N)c(N(Cc2ccccc2OC)C(=O)c2sccc2C)c(=O)[nH]c1=O
    0 | -0.9 | 3 | -1 | 2 | -3 | 1 | -2 | 0 | -6

The listing continues.
SMILES	HTRA1 inh	PG9 Ab binder	LEDGF integ inh	PRMT1 FP inh	UHRF1 binding	Rev-erbA mod	ABHD4 inh	MBD2 inh	rCAG binder	TCR-CD3 inh
Cc1c(NC(=O)Oc2ccccc2)sc(=S)n1C	-3	-1.3	0	5	0	-1	-2	-4	1	0
CC(C)[C@H](NC(=O)c1ccccc1)C(=O)OCC(=O)Nc1ccc(Cl)cc1C(F)(F)F	19	1.2	-2	-2	-1	1	7	-2	-10	-6
O=C(/C=C/c1ccc(Cl)cc1)NC1CC2CCC1C2 (stereo not given)	-7	-0.2	1	0	1	4	-13	3	-3	-4
Cc1ccccc1N1C(=O)CN(Cc2sccc2C)C1=S	1	2.5	-2	-1	7	-3	0	7	1	-6
CCOC(=O)Cc1csc(NC(=O)CSc2nnc(C)n2C)n1	6	-1.4	1	-2	-1	-1	-3	-3	0	3
COc1ccc(OC)c(-n2c(SC)nnc2-c2c[nH]c3ccccc23)c1	-10	-0.7	3	2	0	-1	2	-3	3	-1
CCCSc1cc(N2CCCC2)nc(-c2ccccc2)n1	-2	-0.3	0	0	-1	-4	6	-1	3	-7
O=C(CNS(=O)(=O)c1ccc2ccccc2c1)OCc1nnc(-c2ccccc2)o1	-4	-1.7	2	0	2	/	3	-2	-2	3
CCOC(=O)C1(C)CCN1C(=O)c1ccc(Cl)cc1Cl (stereo not given)	/	0.3	-4	2	1	-1	2	0	-2	-4
CC(/C=C1\SC(=S)N(CC(=O)N2CCN(c3ccccc3)CC2)C1=O)=C\c1ccccc1	-3	0.3	-3	4	0	-5	-4	4	8	-2
Cc1nc(-c2ccc(NC(=O)C(C)(C)C)cc2)c(-c2ccccc2)o1	-2	-1.1	-2	0	2	10	-4	-1	-5	-1
COc1ccc(N2C(=O)CC(Nc3cccc([N+](=O)[O-])c3)C2=O)cc1 (stereo not given)	8	-0.1	3	-1	1	-4	-10	1	4	13
O=C(NC1CC1)c1cc2ccccc2o1	-2	0.0	3	-7	-4	-2	1	2	0	5
Cc1ccc(-c2nnc(SCC(=O)N(CC(C)C)c3c(N)n(Cc4ccccc4)c(=O)[nH]c3=O)n2N)cc1	-2	-0.9	3	-2	1	-3	3	3	-5	-4
CCCC1Cc2c(sc3ncnc(N)c23)CO1 (stereo not given)	-2	-1.2	-1	3	-2	2	4	0	2	3
Cc1cccc[n+]1CC(=O)Nc1ccc([N+](=O)[O-])cc1Cl	0	-1.2	1	-1	3	2	2	-4	7	-2
NC(=O)C[n+]1cccc2ccccc21	4	-2.1	-3	55*	-12	5	-7	-5	-29	9
C=CCn1c(SCc2ccc(C#N)cc2)nnc1-c1cccc(Cl)c1	-9	-3.0	-4	-2	0	-1	-2	-3	-7	1
COc1ccc(C)cc1NC(=O)CSc1nc2ccccc2nc1N1CC(C)OC(C)C1 (stereo not given)	-13	0.1	5	1	1	-4	0	3	5	0
Cc1ccc(NC(=S)NNC(=S)Nc2ccc(C)cc2C)cc1	-7	0.5	-5	5	-2	7	11	6	1	-3
Cc1ccc(-c2nn(-c3ccccc3)cc2/C=N/NC(=O)c2ccncc2)o1	-18	1.2	4	-5	-7	-9	-27	-4	3	11
Cc1ccc(NC(=O)c2ccccc2NS(=O)(=O)c2ccc(Cl)s2)cc1	-43	-0.7	0	-2	1	4	-38	0	85*	3
CC1(C)CC(=O)C(Sc2ccccc2[N+](=O)[O-])=C(O)C1	4	-0.1	0	4	-2	4	-3	-6	2	9
COC(=O)c1ccc(OCC(O)CN2CCc3cc(OC)c(OC)cc3C2c2ccccc2)cc1 (stereo not given)	-15	-0.3	2	-3	2	2	-4	-1	0	0
CC1OC(OCC2OC(Oc3c(-c4ccc(O)cc4)oc4cc(O)cc(O)c4c3=O)C(O)C(O)C2O)C(O)C(O)C1O (stereo not given)	5	-1.6	17*	0	4	-8	7	-6	9	21*
Cc1ccc(S(=O)(=O)N2CCCC(C(=O)NCc3ccco3)C2)cc1 (stereo not given)	/	/	3	0	-1	-6	1	-4	2	/
CCCCCCC[C@H](N)[C@H](O)C(=O)N(C)[C@@H](CCS(C)=O)C(=O)N[C@@H](Cc1ccc(O)cc1)C(=O)N[C@@H](Cc1ccc(O)cc1)C(=O)O (stereo not given in full)	-7	1.0	1	2	5	3	5	-4	-2	0
CC(C)(C)C1CCc2c(sc(NC(=O)c3cc(C4CC4)on3)c2C#N)C1 (stereo not given)	2	-1.5	0	-1	1	3	2	-3	6	9
O=C(CNC(=O)/C(=C/c1ccccc1)NC(=O)c1ccc(Br)cc1)OCc1ccccc1	-19	-1.7	2	0	0	-3	-6	2	3	-2
O=C(CCC(=O)c1cccs1)NCCc1ccc(F)cc1	-21	-1.9	0	26*	-1	-1	2	1	9	11
COc1ccc(-c2nc(C(N)=O)c3[nH]c(=O)n(-c4cccc(Cl)c4)c3n2)cc1OC	-13	0.5	0	3	-1	4	-21	7	9	-11
S=C(Nc1cc(Cl)cc(Cl)c1)NC(c1ccccc1)c1ccccc1	/	/	-1	-5	0	2	-101	-1	/	/
CCOC(=O)c1c(NC(=S)Nc2ccc(C)cc2)sc2c1CCC2	-9	-1.8	0	-3	-2	76*	-6	-3	11	3
COc1cc(OC)c(CN2CCC(CO)(CCOc3ccccc3)CC2)c(OC)c1	-6	-3.1	2	-4	-1	-1	-1	3	-3	5
O=C1C=C(c2cccc3c2oc2ccccc23)C[C@@H](c2ccc(F)cc2)C1	-5	-0.3	0	1	-3	3	0	4	4	6
O=C(O)c1ccc(CSc2nnc(-c3ccco3)o2)cc1	1	-2.6	0	-1	-1	0	-6	1	0	3
O=C(NCCc1ccc2c(c1)OCCO2)c1cc(F)cc(F)c1	-1	-1.8	2	1	-3	0	3	2	-2	4
O=S(=O)(CCNCc1cccs1)c1ccc(Cl)cc1	-1	-6.3	5	-4	1	-2	1	-7	-2	-3
S=C(Nc1ccccc1)Nc1ccc(Br)cc1	0	1.4	-4	5	1	-2	7	3	1	4
Cc1ccc(S(=O)(=O)Nc2ccc(=O)n(Cc3ccc(Cl)c(Cl)c3)c2)cc1	-8	0.0	3	0	-8	0	2	-3	22	0
O=C(Nc1ccccc1)NC1CCN(Cc2nnnn2C2CCCCC2)CC1	2	-0.6	4	1	-1	-3	0	-7	-1	1
